# From PubChem
# MPTP block: inhibitors of mitochondrial permeability transition pore | inhibition, % at 10 µM | AID 602449 | actives 1.4% (n = 360,000) | isolated mouse mitochondria, Ca2+ swelling absorbance, 30 min;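 active means inhibition of 50% or more, scaled per plate between neutral and stimulator controls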;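 further: 0% = DMSO wells given calcium and 100% = 1 mM EGTA wells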
# ATG4B inh: blocks human ATG4B protease cleavage of LC3 substrate; Q9Y4P1; ATG4B cleavage of LC3-PLA2, NBD-HPC fluorescence, 1 h; inhibition, % at 8.33 µM; actives 0.51% (n = 340,000); in the data active means inhibition above about 40%
# Target sequence (Q9Y4P1 whole entry, looked up): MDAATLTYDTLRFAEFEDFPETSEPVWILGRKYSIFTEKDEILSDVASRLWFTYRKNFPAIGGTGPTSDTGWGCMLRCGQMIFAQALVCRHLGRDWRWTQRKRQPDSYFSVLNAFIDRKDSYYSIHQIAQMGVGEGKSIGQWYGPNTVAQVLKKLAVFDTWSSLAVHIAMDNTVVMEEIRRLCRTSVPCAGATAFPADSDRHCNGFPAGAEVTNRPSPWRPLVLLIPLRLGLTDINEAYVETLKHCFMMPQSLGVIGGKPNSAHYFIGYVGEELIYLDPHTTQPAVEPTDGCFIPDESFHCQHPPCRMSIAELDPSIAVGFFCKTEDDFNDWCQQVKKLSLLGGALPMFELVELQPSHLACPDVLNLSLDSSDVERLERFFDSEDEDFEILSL
# * hit, by the source's call. This is a subset (hit frequency here may not be typical).
# Values run as follows: MPTP block, ATG4B inh
COc1cccc(C=NNC(=S)NN=Cc2cccc(OC)c2OC)c1OC
→ -1.0, -12
COc1ccc(C)cc1N1C(=N)/C(=C2/Nc3ccccc3S2)C(c2ccccc2)C1=O (configuration not stated)
→ -0.7, 50*
Cc1ccc(S(=O)(=O)c2nc(Nc3ccccc3)sc2Cl)cc1
→ 85*, 5
CCN(CC(=O)Nc1c(F)cccc1F)C(=O)c1ccc(=O)n(C)n1
→ 0.1, -16
COc1ccc(CCC(=O)OCC(=O)Nc2ccc(C)c(S(=O)(=O)N(C)C)c2)cc1
→ -1.2, 3
CC(=NNC(=S)N1CCN(C2CCCCCC2)CC1)c1ccccn1
→ -0.7, 13
O=C(CSc1ccc2nnc(-c3ccncc3)n2n1)Nc1nccs1
→ 2.3, -7
O=C(O)CC(CC(=O)O)n1cccc1
→ 0.8, -1
CCC(C)[C@@H](NC(=O)OC(C)(C)C)c1nnc(S(=O)(=O)Cc2cccc(C)c2)o1 (some centres not stated)
→ 91*, -12
Cc1c(N/N=C(\C#N)C(=O)c2ccc(Cl)cc2)c(=O)n(-c2ccccc2)n1C
→ 9.8, -8
CCCCNc1cccc2c1S(=O)(=O)N(CCCC)CC(COCc1ccccc1)O2 (configuration not stated)
→ 0.6, 2
Cn1ncc(=S)[nH]c1=S
→ -1.0, -7
COc1cc2c(c(NC(C)=O)c1)N(C(C)=O)CCC2
→ -0.6, 5
CC(Cc1ccccc1)=NNc1ccc([N+](=O)[O-])cc1[N+](=O)[O-]
→ 19, -7
Cc1c(C(=O)N2CCC(C)CC2)sc2ncnc(N3CCN(c4ccccc4)CC3)c12
→ -0.5, 6
O=C1C2C3C=CC(O3)C2C(=O)N1N=Cc1cccc2ccccc12 (configuration not stated)
→ -1.2, -12
CCOC(=O)C1=C(C)N=c2s/c(=C\c3ccc(C(=O)O)cc3)c(=O)n2C1c1ccc(OC)cc1OC (configuration not stated)
→ 1.7, 6
CN(C(=O)c1cccc(NC(=O)Cc2cccc(NC(=O)C3CCCN(C(=O)C4CC4)C3)c2)c1)C1CC1 (configuration not stated)
→ -1.5, -2
O=C1NCN(C2CCCCC2)CN1
→ 0.8, -4
CCCn1c(=NC(=O)c2ccncc2)c(C#N)cc2c(=O)n3cccc(C)c3nc21
→ 0.8, -6
O=c1[nH]c(=S)[nH]cc1Oc1ccccc1
→ 0.6, 1
Cc1ccccc1S(=O)(=O)N1C[C@H]2CON(C)[C@H]2C[C@H]1c1cccc(-c2ccccc2)c1
→ -0.7, 0
CCN(CC)CCNC(=O)c1ccc(NC(=O)c2ccc(S(=O)(=O)N(C)c3ccccc3OC)cc2)cc1
→ -1.3, -18
Cc1cccc(N2CCN(C(=S)Nc3ccc4nc(N5CCN(C)CC5)cc(C)c4c3)CC2)c1C
→ 1.4, -4
O=C(Nc1ccc2c(c1)Cc1cc([N+](=O)[O-])ccc1-2)C(F)(F)F
→ 0.3, -7
COc1ccc(C=C2SC(=S)NC2=O)c(OC)c1OC
→ 2.1, -5
NC1=NC(=O)C(c2ccccc2)(c2ccccc2)S1
→ 1.0, -2
COc1ccccc1NC(=O)CN1CCN(CC(=O)Nc2ccc(Cl)c(C(F)(F)F)c2)CC1
→ 2.9, -13
Cn1c(=O)c2[nH]c(CCNC(=O)c3ccccc3)nc2n(C)c1=O
→ -0.4, -3
CCN1C(=O)[C@@H]2[C@@H](c3ccc(-c4cc(C(C)=O)cs4)cc3)N3CCC[C@@]3(C(=O)OC)[C@@H]2C1=O
→ 1.3, -10
CCN(Cc1ccccc1)C(=O)/C=C/c1ccccc1[N+](=O)[O-]
→ 2.9, -6
Cc1ccc(OCC(=O)Nc2ccc3c(c2)ncn3C)cc1
→ 0.4, -4
Cc1ccnc(SCCn2c(N3CCC(C)CC3)nc3c2c(=O)[nH]c(=O)n3C)n1
→ -0.5, -2
CC12CCC3C(CCC4CC(O)CCC43C)C1CC(O)C2 (configuration not stated)
→ 2.2, 1
COc1ccc(CCN2C(=O)C=CC2=O)cc1OC
→ -0.9, -8
Cc1ccccc1N1C(=O)c2cccc([N+](=O)[O-])c2C1=O
→ 0.3, -2
CC(NC(C(=O)c1ccccc1)c1ccccc1)c1ccccc1 (configuration not stated)
→ 0.7, 2
Nc1cc2c(cc1Br)-c1ccccc1C2=NO
→ 3.1, 2
COCCn1nnnc1CN(Cc1cccnc1)Cc1cc2cc(OC)ccc2[nH]c1=O
→ -2.1, -9
O=C(O)c1ccc(-c2nc(-c3cccc(C(F)(F)F)c3)cs2)cc1
→ 4.2, 0
CCOC(=O)Cn1c(-c2cccnc2)nc(-c2ccccc2)c1-c1ccccc1
→ 3.5, -11
NC(=O)C1=C(N)c2ccccc2C1c1ccccc1 (configuration not stated)
→ -1.6, 10
O=S(=O)(c1ccccc1F)N(Cc1ccco1)Cc1nnc(-c2ccccc2Br)o1
→ -2.0, 7
Cc1ccc(-c2nc3ccccc3n3nnnc23)cc1
→ 0.4, 1
COc1cc(OC)nc(-n2ncc(Br)c(Br)c2=O)n1
→ 1.4, -1
Cc1ccc(/C=C/C(=O)Nc2ccc(Oc3ccccc3)cc2)o1
→ 17, 4
O=C(N/N=C/c1cc(Br)ccc1O)C(=O)Nc1ccccc1OC(F)(F)C(F)F
→ 3.8, 27
CCc1nnc(N2CCN(c3ncnc4c3oc3ccccc34)CC2)s1
→ 12, 3
CCOc1ccc(NC(=O)COc2ccc(N3CC(C(N)=O)CC3=O)cc2)cc1 (configuration not stated)
→ 1.8, 5
O=C1/C(=C\c2cccc([N+](=O)[O-])c2O)SC(=S)N1Cc1ccccc1
→ 26, 47*

# The results go on:
# Values run as follows: MPTP block, ATG4B inh
C[C@]12CC[C@H](O)CC1=C[C@H](O)C1C2CC[C@@]2(C)C1CC[C@@]2(O)C#Cc1ccc(CN)cc1 (some centres not stated)
→ -0.8, -2
OCC(O)C(O)CC1SCCS1 (configuration not stated)
→ 0.0, 1
O=C(NCCSc1ccccc1)c1ccccc1F
→ 0.8, 2
CCOc1ccccc1NC1=C(OC)C(=O)C(Nc2ccccc2OCC)=C(OC)C1=O
→ 2.8, 0
CCNC(=O)OCCC12CC3CC(CC(C3)C1)C2
→ 1.5, -2
CC1CCC(=NO)C(=NO)C1 (configuration not stated)
→ -2.4, -8
CN(C(=O)c1cccc(NC(=O)Cc2cccc(NC(=O)C3CCN(C(=O)C4CCC4)CC3)c2)c1)C1CC1
→ 0.1, -10
COc1ccccc1N1CCN(C(=O)c2cccc(S(=O)(=O)N3c4ccccc4CC3C)c2)CC1 (configuration not stated)
→ 1.4, -14
CN1CCN(C(c2ccc(F)cc2)c2ccc3cccnc3c2O)CC1 (configuration not stated)
→ -2.3, 0
COc1ccc(-c2nn(-c3ccccc3)cc2CNC[C@H]2O[C@@H](n3cnc(C(N)=O)n3)[C@H](O)[C@@H]2O)cc1
→ 0.4, -5
Cc1nn(C2CC(O)C(O)C(CO)O2)c(=O)[nH]c1=O (configuration not stated)
→ 0.3, 3
Cc1sc2nc(SCC(=O)Nc3ccc(Cl)c(C(=O)O)c3)[nH]c(=O)c2c1C
→ -2.1, -2
CCCCn1c(=NC(=O)c2cccnc2)c(C(=O)OCC)cc2c(=O)n3ccccc3nc21
→ 1.8, 8
Oc1c(Cl)cc(Cl)c2cccnc12
→ 2.3, -4
O=C(OC(c1ccccc1)c1nccc2ccccc12)c1ccccc1 (configuration not stated)
→ 0.6, -5
O=C(CCc1ccccc1)Nc1c(F)c(F)c(F)c(F)c1F
→ -0.1, -4
O=C(NCCc1ccccc1)c1cccc(NC(=O)C2CCC2)c1
→ -0.5, 2
Fc1cc(F)nc(NCc2ccccc2)n1
→ -1.3, 3
O=S(=O)(c1ccccc1)N(c1ccccc1)S(=O)(=O)c1ccccc1
→ -0.2, 4
O=C(Nc1ccc(Cl)cc1)OCCN1CCOCC1
→ 0.0, -4
O=C(NNc1ccc([N+](=O)[O-])cc1)c1ccccc1F
→ 4.2, -2
CCOC(=O)c1c(C)[nH]c2c1-c1ccccc1C(=O)C2=O
→ 4.3, 47*
O=c1c2ccccc2sc2ccccc12
→ -0.4, -12
O=C1CCCC2=C1C(c1ccsc1)CC(=O)N2c1nnc(SCc2ccccc2)s1 (configuration not stated)
→ 0.6, -9
CCN(CC)c1ccc(/C=C2\C(=O)c3ccc(C(=O)O)cc3C2=O)cc1
→ 70*, -2
CC(C)N(C)C1=CC(=O)C(N(C)C(C)C)=CC1=O
→ 0.0, -4
CCc1nc2oc3ccccc3c(=O)c2cc1C(=O)OC
→ -0.2, 1
CC(C)(C)S(=O)N1Cc2cn(Cc3ccccc3)c(=O)cc2[C@@H]1CCO (some centres not stated)
→ 0.4, 2
COc1cc(N2C(=O)C=CC2=O)ccc1N1C(=O)C=CC1=O
→ 3.8, 4
N#CC(=Cc1ccncc1)c1ccccc1
→ -0.1, -2
C=C[C@]12CC[C@H](OC(C)=O)CC1=CCC1C2CC[C@@]2(C)C1CCC21OCCO1 (some centres not stated)
→ -0.2, -6
C=C1C(=O)C23C(O)C1CCC2C12CCCC(C)(COC(C)=O)C1C(O)C3(O)OC2 (configuration not stated)
→ -0.8, -5
Cc1ccc(C(=O)N2[C@@H]3CN(C)C(=O)[C@@]2(Cc2ccccc2)[C@H]2C(=O)N(Cc4ccccc4)C(=O)[C@@H]32)cc1
→ -0.3, -12
Brc1ccc(C2Nc3cccc4cccc(c34)N2)s1
→ 38, -9
Oc1ccc(Cl)cc1Sc1cc(Cl)ccc1O
→ 70*, 47*
O=C(N/N=C/c1c[nH]c2ccccc12)c1[nH]c2ccc(Br)cc2c1-c1ccccc1
→ 4.4, 15
CCOC(=O)c1sc(=S)[nH]c1C
→ -2.5, -5
O=C(COc1ccc2ccccc2c1)NNC(=O)Cc1ccccc1
→ -0.1, -10
Cc1ncc(NS(=O)(=O)c2ccc(N)cc2)nc1C
→ -1.4, -6
CC(=O)Nc1ccc(-c2csc(NC(=O)Nc3ccccc3)n2)cc1
→ 0.5, -7
CCN(c1ccccc1)S(=O)(=O)c1ccc(Oc2ccccc2)c(N)c1
→ 0.9, 15
O=C(Nc1ccc(C(=O)N2CCOCC2)cc1)C1CCC1
→ -0.6, -1
O=C(Oc1ccccc1C(=O)Nc1ccccc1)c1ccccc1Br
→ 2.1, 30
Nc1nc(-c2cccnc2)nn1C(=O)c1ccc(Cl)cc1
→ -0.5, 4
CN(C)CC1(C)Cc2ccsc2C1O (configuration not stated)
→ -1.4, -1
C=CCN1C(c2ccc(Br)cc2)=CS/C1=C(\C#N)c1nnc(N2CCOCC2)n1-c1ccccc1
→ 1.7, 52*
O=C(CN1CCCCC1)Nc1nc(-c2ccc(Cl)cc2)cs1
→ 0.4, -6
C[C@@H]1CCCCCCCCCCC1=O
→ 0.7, -1
CC(COc1ccccc1)OC(=O)Nc1ccccc1 (configuration not stated)
→ -0.7, -5
Cc1nn(Cc2ccc(Cl)cc2Cl)c(C)c1NC(=O)c1nc2n(n1)C(C(F)F)CC(C)N2 (configuration not stated)
→ 0.3, -6

# Further structures follow:
# Values run as follows: MPTP block, ATG4B inh
CCN(CC)c1ccc(/C=N/Nc2nc3ccccc3[nH]2)cc1
→ 12, 4
O=C1NC(=S)SC1=Cc1ccc2c(c1)OCO2
→ 21, -4
COc1ccc(Cl)c2sc(N(CCN(C)C)C(=O)C3=COCCO3)nc12
→ 3.1, -6
Cc1cn(CC(=O)NCc2ccc3c(c2)OCO3)c(=O)[nH]c1=O
→ 0.1, -3
C=CCN1C(C(=O)c2ccccc2)=C(OC(=O)COc2ccccc2)c2ccccc2S1(=O)=O
→ -0.9, 4
Cn1c(=O)c2[nH]c(C=Cc3ccc4c(c3)OCO4)nc2n(C)c1=O
→ -3.2, -1
CC(C)CC(c1nnnn1CC1CCCO1)N1CCN(C2CCCC2)CC1 (configuration not stated)
→ -5.9, -5
NN=C(NN=Cc1ccccc1)c1ccccc1
→ 0.6, 17
O=C(NCCCO)c1ccc2nc(-c3ccco3)c(-c3ccco3)nc2c1
→ -1.8, 0
Cc1cccc(N(CC(=O)NCc2ccco2)C(=O)CCC(=O)Nc2ccccn2)c1
→ -1.0, -1
Cc1c(NC(=O)c2cccc(S(=O)(=O)N(C)c3ccccc3)c2)c(=O)n(-c2ccccc2)n1C
→ -0.2, -8
CN(Cc1ccccc1)C(=O)c1ccc(NC(=O)Cc2ccc(NC(=O)C3CCCN(C(=O)C4CCCCC4)C3)cc2)cc1 (configuration not stated)
→ 8.2, -14
NS(=O)(=O)c1ccc(NC(=O)COC(=O)c2c3c(nc4ccccc24)/C(=C\c2ccc4c(c2)OCO4)CCC3)cc1
→ -12, 2
O=C(O)c1ccc(-c2nc(-c3ccc(Cl)cc3)cs2)cc1
→ 6.0, 0
CC1(C)c2ccccc2-c2nc3ccccc3cc2C1N1CCOCC1 (configuration not stated)
→ 3.0, 0
